Source: PubChem (Sanford-Burnham Center for Chemical Genomics)
Jurkat NFkB inh = inhibitors of induced NF-kB luciferase reporter, primary screen, TCR NF-kB activation inhibitor project, cell-based, luminescence, uHTS; inhibition, % at 4 µM; 0.53% of 330,000 active; Jurkat, PMA/ionomycin-induced NF-kB luciferase reporter; in the data active = inhibition above about 50%
Mdm2 MdmX PPI = inhibitors of human Mdm2-MdmX association, primary screen, cell-based, luminescence, split luciferase, SaOS-2, uHTS. SaOS-2 split-luciferase Mdm2/MdmX complementation. 3% of 330,000 active. AID 485346, 2010. inhibition, % at 8 µM;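 active = inhibition of at least 50% at 8 µM in the primary screen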
697 NFkB inh = inhibitors of PMA/ionomycin-induced NF-kB reporter, 697 cells, primary screen, B-cell NF-kB inhibitor project, cell-based, luminescence, uHTS; 697 B-cell NF-kB luciferase reporter, 16 h; 0.33% of 330,000 active; AID 435022, 2010; inhibition, % at 4 µM; in the data active = inhibition above about 35%
CXCR6 inh = CXCR6 receptor inhibitors, primary screen, cell-based, beta-arrestin, luminescence, CHO-K1 PathHunter, 1536-well | 0.36% of 360,000 active | inhibition, % at 20 µM; in the data active = inhibition above about 34%, passing the limit was not always enough;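 note: antagonist mode with CXCL16 agonist at 10 nM final; 0% = 10 nM CXCL16 with DMSO and 100% = unstimulated wells without agonist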
UPR XBP1 act = activators of adaptive XBP1 UPR arm, primary screen, cell-based, CHO-XBP1 luciferase reporter, luminescence, uHTS; IRE1-XBP1 UPR activation; percent of tunicamycin response, DMSO as zero; 0.33% of 330,000 active; activation, % at 20 µM; AID 463104, 2010;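 active = versus positive control, 20 µM dose yields 30% or more activation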;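 note: 100% = tunicamycin at 10 µg/mL and 0% = DMSO only wells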
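Material: CHO-XBP1 cells stably carrying IRE1-XBP1-driven luciferase reporter / Amount: 1000 cells per well / Compound: 20 µM, 1% DMSO / Times: 6 h treatment, 37 °C / Detection: luciferase luminescence / Measure: % activation of reporter signal versus tunicamycin and DMSO controls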
EBI2 block = EBI2 receptor antagonists, beta-arrestin recruitment, primary screen, cell-based, luminescence, 7a,25-OHC stimulation, uHTS; G-protein coupled receptor 183 (Homo sapiens), P32249; 7a,25-OHC stimulated; inhibition, % at 5 µM; 0.81% of 360,000 active; in the data active = inhibition above about 38%;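 note: enzyme fragment complementation signal reports receptor beta-arrestin coupling in cells; 0% = agonist plus DMSO wells and 100% = wells without agonist; some results beyond the cut were filed as inactive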
Target sequence (P32249 whole entry, looked up, the tested form may be a part): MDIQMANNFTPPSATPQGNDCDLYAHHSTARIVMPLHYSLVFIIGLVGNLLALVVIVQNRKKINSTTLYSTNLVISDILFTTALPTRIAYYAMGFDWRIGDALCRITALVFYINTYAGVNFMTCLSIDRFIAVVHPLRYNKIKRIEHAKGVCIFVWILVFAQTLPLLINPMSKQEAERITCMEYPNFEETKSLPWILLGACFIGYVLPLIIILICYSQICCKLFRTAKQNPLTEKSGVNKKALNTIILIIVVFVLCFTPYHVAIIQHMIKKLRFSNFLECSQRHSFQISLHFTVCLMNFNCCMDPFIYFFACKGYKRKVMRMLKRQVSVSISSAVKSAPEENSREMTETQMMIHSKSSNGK
Gli-Sufu antag = Gli-Sufu pathway antagonists, primary screen, luciferase luminescence, Sufu-KO-LIGHT cells, uHTS; inhibition, % at 5 µM; Sufu-KO-LIGHT fibroblasts, Gli luciferase reporter luminescence; AID 588413, 2011; 0.74% of 340,000 active;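 active = inhibition above about 55%, limit read from the data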;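 note: 0% = DMSO-treated cells and 100% = wells with medium but no cells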
CCR6 antag = CCR6 receptor antagonists, primary screen, cell-based, CHO-K1, luminescence, beta-arrestin, uHTS. C-C chemokine receptor type 6 (Homo sapiens), P51684. CHO-K1 CCR6 PathHunter beta-arrestin, CCL20-stimulated. inhibition, % at 20 µM. 0.49% of 340,000 active. AID 493098, 2011;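 active = compounds whose inhibition of the agonist-driven luminescence signal at 20 µM reaches about 50%, limit read from the data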;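 note: cells stimulated with CCL20 at 14 nM final; plate controls were DMSO with CCL20 for no effect and DMSO without agonist for full effect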
Target sequence (P51684 whole entry, looked up): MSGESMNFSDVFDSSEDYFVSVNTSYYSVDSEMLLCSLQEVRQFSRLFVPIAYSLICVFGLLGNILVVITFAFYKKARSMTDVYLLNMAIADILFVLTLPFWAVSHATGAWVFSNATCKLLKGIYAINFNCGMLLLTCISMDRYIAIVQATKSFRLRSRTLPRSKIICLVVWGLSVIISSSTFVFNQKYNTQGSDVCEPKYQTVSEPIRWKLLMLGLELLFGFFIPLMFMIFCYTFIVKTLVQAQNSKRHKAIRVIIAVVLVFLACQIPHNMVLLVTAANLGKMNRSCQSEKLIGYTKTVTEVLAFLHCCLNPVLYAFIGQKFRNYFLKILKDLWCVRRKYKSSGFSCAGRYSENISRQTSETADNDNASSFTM
CHOP UPR activ = activators of apoptotic CHOP UPR arm, primary screen, cell-based, CHO-CHOP luciferase reporter, luminescence, uHTS. UPR activation; percent of tunicamycin response over DMSO baseline. activation, % at 10 µM. 0.34% of 330,000 active. AID 449763, 2010;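 active = at 10 µM dose, activation of 40% or more, normalized to positive control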;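 note: 100% = tunicamycin at 10 µg/mL and 0% = DMSO alone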
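System: CHO-CHOP luciferase reporter cell line | Buffer or medium: F12 medium containing 10% fetal bovine serum | Doses: One dose, 10 µM in 0.5% DMSO | Times: 6 h compound exposure at 37 °C after overnight seeding | Signal: Luciferase luminescence | Read-out: % activation vs tunicamycin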
An asterisk follows results filed as active; / = not tested or not shown; & = joins results of further samples. No enrichment for hits, and some 5% of all compounds hit somewhere here.

Every second line gives: Jurkat NFkB inh	Mdm2 MdmX PPI	697 NFkB inh	CXCR6 inh	UPR XBP1 act	EBI2 block	Gli-Sufu antag	CCR6 antag	CHOP UPR activ
(1) Cc1ccc(C(=O)Oc2ccc([N+](=O)[O-])cc2)cc1S(=O)(=O)N1CCCCCC1
    18	-5	11	7	-4	-4	0	22	2.0
(2) CCCCNC(=O)NC1CCCC1
    7	7	14	7	0	-15	-7	-4	-0.4
(3) O=C1CCCc2c1nc(-c1ccccc1)n2O
    -16	-49	-2	1	0	-7	3	-8	1.2
(4) COC(=O)c1cc2ccsc2n1CC(=O)Nc1cc(C)cc(C)c1
    12	3	7	-1	-3	8	-2	13	-0.5
(5) CCOC(=O)c1c(N)sc(C(=O)OCCOC)c1C
    -44	14	-12	-5	7	2	-47	19	3.7
(6) COc1ccc(OCC(=O)NNC(=O)c2ccccn2)cc1
    5	28	19	-12	2	0	4	-13	0.4
(7) Cc1c(CCO)c(=O)[nH]n1S(=O)(=O)c1ccc([N+](=O)[O-])cc1
    5	-1	8	-3	-5	-17	4	-26	0.5
(8) c1cncc(Nc2nc(-c3cccnc3)cs2)c1
    -14	23	30	-2	-1	7	-8	-9	-1.9
(9) CCN(CC)CCNC(=O)CS(=O)Cc1nc(-c2ccc(C)cc2)oc1C (configuration not stated)
    -4	-6	4	-3	0	-12	-17	7	-2.7
(10) CC1Cc2nc(SCC(=O)NCc3ccccc3)n(Cc3ccccc3)c(=O)c2S1 (configuration not stated)
    -2	19	7	9	-2	12	41	22	-2.0
(11) Nn1c(SCC(=O)N2CCCCC2)nnc1-c1ccncc1
    -5	19	3	5	-4	-12	3	-6	-1.5
(12) COc1ccc(CCN(C)C(=O)c2cc(S(=O)(=O)N3CCCCCC3)ccc2OC)cc1OC
    14	2	5	4	0	3	18	3	2.1
(13) Cc1nnc(N(Cc2ccccc2)C(=O)c2cnccn2)s1
    -2	-10	11	-2	0	-13	-3	2	-2.0
(14) CCCc1cc(C(=O)OCC(=O)N(CCC)c2c(N)n(Cc3ccccc3)c(=O)[nH]c2=O)sc1C
    11	12	10	-1	-1	-6	3	7	0.8
(15) CC1(C)Cc2nc3sc4c(SCC(=O)NC(c5ccccc5)c5ccccc5)ncnc4c3cc2CO1
    -14	72*	2	1	22	18	-7	6	38
(16) O=C(CSc1ncn[nH]1)N1CCN(S(=O)(=O)c2ccccc2)CC1
    12	25	13	2	-3	-2	4	9	-0.6
(17) COc1ccc(C2CC(c3ccccc3)=NN2C(=O)CSc2nccc(=O)[nH]2)cc1 (configuration not stated)
    -15	24	3	1	1	2	/	0	3.1
(18) CC1CC(C)CN(CC(=O)Nc2cc(S(=O)(=O)N3CCOCC3)ccc2N2CCCC2)C1 (configuration not stated)
    11	14	4	8	-4	4	12	17	35
(19) O=c1[nH]c(CSc2ncnc3sccc23)nc2cc(C(F)(F)F)ccc12
    10	13	-15	4	-3	-11	3	7	-1.5
(20) CCOc1ccc(CCNC(=O)CN2C(=O)CCSc3ccccc32)cc1
    -18	-21	16	1	-1	5	-14	5	0.5
(21) COc1cc2c(cc1OC)CN(C(=O)CN1CCN(S(=O)(=O)c3ccccc3)CC1)CC2
    14	18	12	2	-5	-6	2	-2	0.2
(22) CCOC(=O)c1cc(NC(=O)c2ccco2)ccc1N1CCOCC1
    7	22	-8	-8	-2	1	24	3	0.2
(23) O=C(NCCCc1ccccc1)c1cc(COc2c(F)cccc2F)on1
    -41	-28	-34	8	0	5	-21	26	2.9
(24) CCOC(=O)NN1C(=O)c2ccccc2NC1c1ccccc1O (configuration not stated)
    -1	-4	-3	-11	-1	-7	-2	-30	-1.8
(25) COc1ccc(C(=O)NNC(=O)C2CCCN(C3CC(=O)N(c4ccccc4)C3=O)C2)cc1 (configuration not stated)
    1	-1	15	-9	-2	-5	8	1	0.4
(26) COc1ccc(C)cc1NC(=O)C1CC(=O)OC12CCCCC2 (configuration not stated)
    -12	-35	-4	-3	0	-3	3	-2	-2.5
(27) CCCOc1ccc(CSC2=NCCN2)cc1[N+](=O)[O-]
    10	29	-15	0	2	-14	-12	-6	-2.9
(28) CCOC(=O)c1ccc(NC(=O)CS(=O)(=O)c2cn(CC)c3ccccc23)cc1
    -13	30	-1	-7	0	3	1	2	-1.2
(29) COc1ccc(C(CNC(=O)c2ccc(C)c(S(=O)(=O)N3CCCCC3)c2)N2CCCC2)cc1 (configuration not stated)
    /	/	/	11	/	5	6	10	/
(30) Oc1ccc(Cl)cc1/C=C/c1ccc2cccc(O)c2n1
    -29	60*	-79	6	6	5	12	13	5.4

One compound at a time, from the list above.
`COc1ccc(CCN(C)C(=O)c2cc(S(=O)(=O)N3CCCCCC3)ccc2OC)cc1OC` is entered as Jurkat NFkB inh = 14; Mdm2 MdmX PPI = 2; 697 NFkB inh = 5; CXCR6 inh = 4; UPR XBP1 act = 0; EBI2 block = 3; Gli-Sufu antag = 18; CCR6 antag = 3; CHOP UPR activ = 2.1
`CCCc1cc(C(=O)OCC(=O)N(CCC)c2c(N)n(Cc3ccccc3)c(=O)[nH]c2=O)sc1C` is entered as Jurkat NFkB inh = 11; Mdm2 MdmX PPI = 12; 697 NFkB inh = 10; CXCR6 inh = -1; UPR XBP1 act = -1; EBI2 block = -6; Gli-Sufu antag = 3; CCR6 antag = 7; CHOP UPR activ = 0.8

Additional entries follow.
Every second line gives: Jurkat NFkB inh	Mdm2 MdmX PPI	697 NFkB inh	CXCR6 inh	UPR XBP1 act	EBI2 block	Gli-Sufu antag	CCR6 antag	CHOP UPR activ
(31) Cc1ccc(Cn2nc(C)c(NC(=O)CCCn3nc(C)c([N+](=O)[O-])c3C)c2C)cc1
    27	2	-64	-19	0	-8	-6	7	1.3
(32) COc1cccc(N2CCN(CC(=O)Nc3ccnn3C3CCCC3)CC2)c1
    6	14	-7	2	-5	-6	1	4	0.1
(33) CCN1CCN(c2nc(-c3ccccc3Cl)nc3ccccc23)CC1
    5	-4	-14	3	3	2	5	-5	-0.5
(34) COc1ccc(-c2nc(C#N)c(NCc3ccccc3Cl)o2)cc1
    -15	-2	-13	-4	4	23	-8	7	1.7
(35) COC(=O)/C=C1\OC(c2ccccc2)=CC1=O
    -16	-4	0	/	3	/	/	/	2.6
(36) [O-][N+]12CCCCC1CCCC2CO (configuration not stated)
    -1	20	6	-14	0	9	9	-5	-0.5
(37) CC(=O)c1c(C)[nH]c(C(=O)CSc2nnc(-c3ccccc3)o2)c1C
    -2	12	-21	-4	-1	5	-1	-15	-0.8
(38) Cc1cccc(/C=C/C(=O)c2cc(Br)ccc(=O)c2O)c1
    7	54*	-6	5	-5	-1	0	33	1.2
(39) CCOC(=O)C1CCN(S(=O)(=O)c2nc3nc(C)cc(C)n3n2)CC1
    1	19	10	10	0	-1	-1	-11	-0.7
(40) COc1cc2c(C(=O)N(C)c3cc(Cl)ccc3OC)cn(C)c(=O)c2cc1OC
    -10	25	15	9	0	4	-14	5	-1.1
(41) COC(=O)c1ccc(NC(=O)CS(=O)(=O)Cc2ccccc2)cc1
    3	12	5	8	-1	-3	-7	1	-0.4
(42) O=[N+]([O-])C(/C=C(\Cl)[N+](=O)[O-])=C(N1CCCCC1)N1CCCCC1
    35	14	16	-3	-3	-27	1	-4	-1.6
(43) O=C(CNC(=O)c1ccc(Br)o1)NCc1cccc(Cl)c1
    -1	10	-10	5	-5	-2	-2	0	0.2
(44) CC1=N/C(=C\c2ccc([N+](=O)[O-])cc2)C(=O)N1c1ccc(Cl)cc1
    -11	13	12	-10	0	6	-2	-4	-1.9
(45) COc1ccccc1C(=O)Nc1ccc(C(=O)N2CCCCC2)cc1
    -1	14	1	-1	-3	-1	4	6	-0.3
(46) CC(C)=CC(=O)OCC(=O)Nc1ccc(F)cc1Cl
    -32	-24	9	-3	-5	-5	0	9	1.9
(47) CC1=C(C)C(=O)C(N2CCOCC2)=CC1=O
    /	/	/	0	/	-20	6	-3	/
(48) Cc1onc(-c2ccccc2)c1C(=O)NCC1CCN(C(=O)c2c(-c3ccccc3)noc2C)CC1
    9	13	23	-8	0	-1	-5	26	0.7
(49) CCN1CCN(Cc2ccc(NC(=O)c3cc(NC(=O)C4=NN(c5ccccc5)C(=O)C4)cc(OC)c3)cc2C(F)(F)F)CC1
    -2	-37	15	-6&5	2	-1&-7	16	2	0.0
(50) Cn1c(CSc2nc3ccccc3s2)nnc1SCC(=O)NCc1ccccn1
    -15	0	-10	-2	-1	-5	0	5	-1.0
(51) COc1cc2c(C(=O)N3CCN(C)CC3)c(C)n(-c3ccccc3)c2cc1Br
    -14	8	6	3	1	1	1	9	-2.8
(52) CCNc1nc(=S)nc(NC(C)C)[nH]1
    8	13	7	7	1	-10	-3	-15	-1.2
(53) Cc1nn(-c2ccccc2)nc1C(=O)NN
    -10	-2	-9	-16	5	-2	-2	-9	1.8
(54) COCCNC(=O)C(c1ccco1)N(Cc1ccc(OC)cc1)C(=O)Cn1nnc2ccccc21 (configuration not stated)
    11	3	-7	-4	0	-16	-12	-14	1.9
(55) CSc1cccc(CN2CCCC(CO)(Cc3cccc(Cl)c3)C2)c1 (configuration not stated)
    -9	20	-17	4	2	-11	8	7	0.5
(56) N#Cc1cc(-c2ccccc2)nnc1Sc1ccc(F)cc1
    -20	3	-23	0	4	4	-12	-2	0.4
(57) CN(c1ccccc1)C1CCCCC1NS(=O)(=O)c1ccc(Cl)cc1 (configuration not stated)
    8	21	-20	1	-2	33	8	17	-1.1
(58) O=C(c1cc2cc3ccc(Cl)cc3nc2o1)N1CCCCCC1
    -159	-130	-181	1	5	31	-66	19	6.8
